FBW7 activator – activators of human E3 ligase FBW7; AlphaScreen FBW7–phospho-cyclin E peptide binding, activator screen; normalized activity (activation), % at 26.1 µM; AID 1259310; 650,000 compounds, 0.13% hits; Q969H0; in the data active means normalized activity above about 1.9%;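 further: purified mutant Fbw7 with reduced substrate affinity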
TEAD-YAP block – TEAD-YAP interaction inhibition | HEK-TIYL cells, TEAD-Gal4/YAP UAS-luciferase luminescence | inhibition, % at 9.12 µM | 640,000 compounds, 1.4% hits; in the data active means inhibition above about 32%;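 further: 0% = median of test compound wells and 100% = reference inhibitor wells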
MITF primary – blocks human microphthalmia-associated transcription factor; O75030; AlphaScreen MITF homodimerization, bead proximity signal; inhibition, % at 2.6 µM; 650,000 compounds, 0.91% hits; in the data active means inhibition above about 50%;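 further: 0% = vehicle wells with protein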
Target sequence (O75030 whole entry, looked up): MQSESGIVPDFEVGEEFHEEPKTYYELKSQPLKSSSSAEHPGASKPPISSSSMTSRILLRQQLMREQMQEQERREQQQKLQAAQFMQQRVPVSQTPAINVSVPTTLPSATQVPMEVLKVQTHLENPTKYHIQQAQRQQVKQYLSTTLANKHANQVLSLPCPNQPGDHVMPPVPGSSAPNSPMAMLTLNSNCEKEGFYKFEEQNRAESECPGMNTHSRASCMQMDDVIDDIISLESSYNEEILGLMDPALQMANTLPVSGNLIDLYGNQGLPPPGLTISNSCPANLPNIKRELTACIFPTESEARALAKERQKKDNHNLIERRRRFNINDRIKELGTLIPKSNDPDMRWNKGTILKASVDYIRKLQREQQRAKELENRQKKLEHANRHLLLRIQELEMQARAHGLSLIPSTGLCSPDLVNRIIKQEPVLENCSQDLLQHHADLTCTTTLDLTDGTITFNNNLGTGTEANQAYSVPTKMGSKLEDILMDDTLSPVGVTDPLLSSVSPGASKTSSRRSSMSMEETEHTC
GPR151 activ – activates the human receptor GPR151 | activation, % at 11.2 µM | PathHunter beta-arrestin GPR151 cells, luminescence | 650,000 compounds, 1% hits | Q8TDV0; in the data active means activation above about 4.9%;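 further: 0% = median of compound wells and 100% = cells with positive control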
Target sequence (Q8TDV0 whole entry, looked up): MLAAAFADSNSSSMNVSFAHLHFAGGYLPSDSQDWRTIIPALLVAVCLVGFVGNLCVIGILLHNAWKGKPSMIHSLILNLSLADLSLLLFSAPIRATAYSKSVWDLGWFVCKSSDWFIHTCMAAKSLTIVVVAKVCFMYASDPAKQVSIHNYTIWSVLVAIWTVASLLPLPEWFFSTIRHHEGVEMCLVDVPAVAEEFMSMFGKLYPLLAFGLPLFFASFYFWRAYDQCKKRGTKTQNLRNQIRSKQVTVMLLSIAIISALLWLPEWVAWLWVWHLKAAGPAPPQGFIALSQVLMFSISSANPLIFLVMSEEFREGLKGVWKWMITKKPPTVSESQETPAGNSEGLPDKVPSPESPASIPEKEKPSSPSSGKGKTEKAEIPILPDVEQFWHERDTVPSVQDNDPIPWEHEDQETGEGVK
Starred values were filed as active, the others as inactive. This is a random part of the collection; overall some 3.4% were active at least once.

SMILES	FBW7 activator	TEAD-YAP block	MITF primary	GPR151 activ
O=C(NCCN1CCOCC1)c1ccc2nc(N3CCN(Cc4ccc5c(c4)OCO5)CC3)sc2c1	0.1	8.7	-7.8	6.8*
O=C(Cc1cccc(F)c1)Nc1ccc(N2CCC(NCCc3cccnc3)CC2)cc1	0.1	-17.3	21.4	-0.8
CCC1(CC)Cc2ccccc2-c2nc(NCCCO)n(Cc3ccccc3)c(=O)c21	0.0	-8.3	-3.7	1.5
O=C(NCc1ccco1)c1cccnc1	-0.1	6.0	5.0	0.3
Cc1c2c(nc3ccccc13)CC(C)(C)CC2=O	0.2	9.2	2.4	1.0
CCNC(=S)NNC(=O)CNc1ccccc1Cl	0.6	-1.6	-7.1	-1.0
Cc1noc(C)c1CC1(C)C(=O)Nc2ccc(F)cc21 (configuration not stated)	0.0	-1.4	-9.3	-1.2
CC(=O)N1CCN(CC(=O)Nc2ccccc2Sc2ccccc2)CC1	0.7	4.8	12.9	0.5
COCCCNC(=O)CN(c1ccc(Cl)c(Cl)c1)S(=O)(=O)c1ccccc1	0.1	5.2	3.4	0.8
CCc1ccc(NC(=O)c2ccc(F)c(S(=O)(=O)N3CCN(c4ccc(OC)cc4)CC3)c2)cc1	-0.1	16.1	-7.4	0.4
CCCCCCNC(=O)c1cccnc1SCc1cccc(F)c1	0.0	-6.7	2.7	1.3
Fc1ccc(CN2CCN(C3CCCC3)CC2)cc1	-0.1	-4.8	57.1*	-1.5
O=c1ccc2ccc(OCc3cccc(F)c3)cc2o1	0.2	-15.8	10.8	-1.2
COc1ccc(CNC(=O)CSc2nc3ccc(N)cc3s2)cc1	0.1	-0.4	3.7	-0.4
Cc1cc(=O)oc2cc(OC(=O)c3cccs3)ccc12	0.1	-2.3	6.3	0.1
O=C(O)Cc1ccc(-n2c(=S)[nH]c3ccsc3c2=O)cc1	-0.1	0.1	-3.3	-0.1
CCOC(=O)C1=C(C)NC2=C(C(=O)C(C(=O)OCC)C(c3cccc(OC)c3)C2)C1c1ccc(OC)cc1 (configuration not stated)	0.3	1.2	10.2	0.4
COc1ccc(SCCC(=O)N(CCCN2CCOCC2)c2nc3ccc(C)cc3s2)cc1	0.5	-25.4	18.5	0.1
CC1CCCC(NC(=O)Nc2cccs2)C1C (configuration not stated)	-0.2	6.1	-9.0	1.6
COc1ccc(/C=C/c2nc3ccccc3[nH]2)cc1	0.0	87.6*	0.7	-6.2
Cc1ccc(C)c(C(=O)COC(=O)CNC(=O)Cc2ccccc2)c1	-0.1	4.9	-15.0	1.1
CCN(Cc1ccccc1)C(=O)c1ccc(OC)c([N+](=O)[O-])c1	-0.1	9.6	12.4	0.4
Cc1sc2nc(CN(Cc3cccs3)C(=O)C3CC3)[nH]c(=O)c2c1C	-0.1	3.5	-5.4	-0.7
O=C1COc2ccc(C(=O)c3ccccc3)cc2CN1	0.3	6.4	17.7	-0.2
COc1ccc(C(=O)CCNc2ccc3c(c2)OCCO3)cc1	-0.2	8.4	13.0	2.1
CCOC(=O)c1cnc2c(Cl)cccc2c1Cl	-0.1	3.5	-7.7	-0.7
CCCCN1C(=O)C(=O)N(CC(=O)Nc2ccc3c(c2)OCCO3)C1=O	-0.1	-0.6	4.7	0.2
CCOC(=O)c1[nH]c(C)c(C(=O)N2CCC(C)CC2)c1C	-0.1	-3.6	6.1	0.4
O=C1NN(c2ccc(F)cc2)C(=O)/C1=C\C=C\c1ccco1	0.0	-2.9	5.6	-0.2
CCOC(=O)C1CCC(CN(Cc2cccc(Br)c2)S(=O)(=O)c2ccc(C)cc2)CC1 (configuration not stated)	0.2	0.3	-10.8	-0.5

Compound profiles (already shown). Values in the order: FBW7 activator	TEAD-YAP block	MITF primary	GPR151 activ
`CCc1ccc(NC(=O)c2ccc(F)c(S(=O)(=O)N3CCN(c4ccc(OC)cc4)CC3)c2)cc1` as listed: -0.1	16.1	-7.4	0.4
`COc1ccc(C(=O)CCNc2ccc3c(c2)OCCO3)cc1` as listed: -0.2	8.4	13.0	2.1
`CCOC(=O)C1=C(C)NC2=C(C(=O)C(C(=O)OCC)C(c3cccc(OC)c3)C2)C1c1ccc(OC)cc1` (configuration not stated) as listed: 0.3	1.2	10.2	0.4
`Cc1ccc(C)c(C(=O)COC(=O)CNC(=O)Cc2ccccc2)c1` as listed: -0.1	4.9	-15.0	1.1

(next part)
SMILES	FBW7 activator	TEAD-YAP block	MITF primary	GPR151 activ
CC1CCCC(C)N1C(=O)COC(=O)c1cccc(OC(F)F)c1 (configuration not stated)	-0.1	1.9	2.5	0.7
Cc1cc(CNc2nc3nonc3nc2N2CCCCC2)nn1C	0.0	0.1	0.5	-0.1
Cc1ccc(-n2nc3c(c2NC(=O)C2(c4ccc(Cl)cc4)CCCC2)CS(=O)(=O)C3)cc1	-0.1	-7.6	4.0	-0.2
CC(C)Oc1ccc(C(=O)NCC2COC3(CCCCC3)O2)cc1 (configuration not stated)	0.8	7.0	21.9	-0.1
CC(C)(C)n1ncc2c(=O)n(CC(=O)NC3CCCCC3)cnc21	-0.1	-56.0	6.9	0.7
Cc1ccc2c(N)c(C(=O)c3ccc4c(c3)OCO4)sc2n1	0.0	4.4	-6.8	0.0
NC(=O)c1ccccc1NC(=O)CCSc1c(Cl)cccc1[N+](=O)[O-]	0.0	4.6	5.4	-0.8
O=C1OC(c2ccc(Cl)cc2)=N/C1=C\c1cccc(Cl)c1	-0.1	3.7	-7.2	-0.3
CCC(CC)C(=O)N1CCCC(c2nc(-c3cccc(OC)c3)no2)C1 (configuration not stated)	-0.2	42.2*	-1.0	-0.5
Cc1onc(-c2ccccc2)c1C(=O)N1CCN(c2ccc([N+](=O)[O-])cc2Cl)CC1	-0.1	3.3	1.9	-1.0
CCN1CCCC1CNC(=O)c1sc2ncn(CC(=O)N3CCCCC3C)c(=O)c2c1C (configuration not stated)	0.0	2.9	3.5	0.0
CCC(C)(C)c1ccc(OCCCCNC(=O)c2cccc3ccccc23)c(C(C)(C)CC)c1	-0.1	-13.0	-5.4	1.2
CN1CCN(c2ccc(S(C)(=O)=O)cc2NC(=O)c2ccccc2Cl)CC1	0.1	2.8	17.3	-2.3
COc1ccc(NC(=O)c2sc(=S)n3c2[nH]c(=O)c2ccccc23)cc1OC	0.0	-5.0	-11.2	2.2
CN(C1CCCCC1)S(=O)(=O)c1ccc(Cl)c(C(=O)O)c1	0.0	-13.0	-17.4	1.2
CC(C)C(=O)NC(NCC1CCCO1)C(Cl)(Cl)Cl (configuration not stated)	0.0	3.4	-2.1	0.7
CCS(=O)(=O)N1CCN(Cc2ccc(OCc3ccccc3)c(OC)c2)CC1	0.1	0.4	51.5*	1.1
CC(C)(C)c1cc(SCCc2ccccn2)cc(C(C)(C)C)c1F	0.2	8.4	4.0	1.2
Cc1[nH]c2ccccc2c1C(=O)CSc1nncs1	0.0	-14.1	4.9	3.4
CS(=O)(=O)N1CCc2cc(C(=O)N3CCC4(CC3)NC(=O)c3ccccc3N4)ccc21	0.1	3.4	14.7	0.3
COc1cccc(-n2c(C)cn3c4c(=O)n(Cc5cccc(C)c5)c(=O)n(C)c4nc23)c1	-0.1	2.9	-15.3	4.1
N=C1C(c2ccccc2)=C(O)CN1c1cccc(O)c1	0.0	4.7	3.5	0.5
O=C(NCC1CCCCC1)C1CCCN(c2ncccn2)C1 (configuration not stated)	0.2	-5.2	19.9	-0.3
O=C(NCCOc1ccccc1)c1cnc(Nc2ccccc2)s1	-0.1	-17.5	10.0	0.4
O=C1/C(=C\c2cccs2)SC(=S)N1CCC(=O)N(CCO)c1ccccc1	-0.1	2.0	-1.2	0.1
COc1ccccc1NC(=O)c1sc(=S)n(CCc2ccccc2)c1N	-0.2	-5.8	-4.0	0.4
COc1ccc(CN2CCN(CCCc3ccccc3)C(CCO)C2)cc1O (configuration not stated)	0.0	10.4	7.3	1.8
CC(=O)Nc1ccc(NC(=O)C2CCCO2)cc1 (configuration not stated)	0.1	-6.2	14.2	-0.1
CCc1ccc(CNC(=O)Cc2ccc(NC(=O)C3=C(C)OCCS3)cc2)cc1	0.0	35.3*	3.5	1.4
CCOC(=O)c1ccccc1NC(=O)c1ccccc1[N+](=O)[O-]	-0.1	-6.8	-5.7	-0.8
CN1CCC(NCc2ccc(Cl)cc2)CC1	0.0	5.8	-4.6	-0.5
Cc1sc(NC(=O)c2cc3ccccc3oc2=O)nc1-c1ccc(-c2ccccc2)cc1	0.1	5.6	13.8	-0.4
O=C(Nc1ccc(I)cc1)c1ccc(F)cc1	-0.1	-65.8	4.3	0.0
COc1ccccc1CNC(=O)CSc1nnc(N)s1	0.0	-3.0	8.3	-1.0
Cc1cc(C)n(-c2ccc(C(=O)OCC(=O)c3ccc4c(c3)NC(=O)CO4)cc2)n1	0.2	3.6	11.8	0.9
COc1ccccc1C1NC(=O)NC(C)=C1C(=O)OCC(C)C (configuration not stated)	-0.1	1.4	3.6	1.1
C=CCNc1nc2cc(S(C)(=O)=O)ccc2n2ccnc12	0.0	-5.2	0.1	0.6
O=C1c2ccccc2-c2ccccc21	0.2	-3.2	2.8	-1.2
NC(=O)CSc1nc2sc3c(c2c(=O)n1-c1cccc2ccccc12)CCCC3	0.1	37.6*	2.0	0.3
CCn1nc2c(C)cc3cc4c(cc3n2c1=O)OCO4	0.0	3.9	-18.4	0.5
Cc1cccc(C)c1N=C1S/C(=C\c2cn(Cc3ccc(Cl)cc3Cl)nc2-c2ccccc2)C(=O)N1c1ccccc1	-0.1	8.9	-3.7	0.3
O=C(c1csc(Nc2cccnc2)n1)N1CCN(CCc2ccccc2)CC1	0.0	2.2	10.4	-0.5
CCOC(=O)c1c(NC(=O)c2ccc([N+](=O)[O-])c(C)c2)sc(C)c1C	0.0	11.3	1.0	-0.6
CC(C)NCc1ccccc1OCC(N)=O	-0.1	3.4	-9.1	0.6
COC(=O)c1ccc(-n2nnn(C3CC(=O)C4OCC3O4)c2=S)cc1 (configuration not stated)	0.1	8.0	-0.9	-1.3

Another view of 18 compounds above:
Results follow in this order: FBW7 activator, TEAD-YAP block, MITF primary, GPR151 activ
CC(C)(C)c1cc(SCCc2ccccn2)cc(C(C)(C)C)c1F
    0.2, 8.4, 4.0, 1.2
Cc1[nH]c2ccccc2c1C(=O)CSc1nncs1
    0.0, -14.1, 4.9, 3.4
CS(=O)(=O)N1CCc2cc(C(=O)N3CCC4(CC3)NC(=O)c3ccccc3N4)ccc21
    0.1, 3.4, 14.7, 0.3
COc1cccc(-n2c(C)cn3c4c(=O)n(Cc5cccc(C)c5)c(=O)n(C)c4nc23)c1
    -0.1, 2.9, -15.3, 4.1
N=C1C(c2ccccc2)=C(O)CN1c1cccc(O)c1
    0.0, 4.7, 3.5, 0.5
O=C(NCC1CCCCC1)C1CCCN(c2ncccn2)C1 (configuration not stated)
    0.2, -5.2, 19.9, -0.3
O=C(NCCOc1ccccc1)c1cnc(Nc2ccccc2)s1
    -0.1, -17.5, 10.0, 0.4
O=C1/C(=C\c2cccs2)SC(=S)N1CCC(=O)N(CCO)c1ccccc1
    -0.1, 2.0, -1.2, 0.1
COc1ccccc1NC(=O)c1sc(=S)n(CCc2ccccc2)c1N
    -0.2, -5.8, -4.0, 0.4
COc1ccc(CN2CCN(CCCc3ccccc3)C(CCO)C2)cc1O (configuration not stated)
    0.0, 10.4, 7.3, 1.8
CC(=O)Nc1ccc(NC(=O)C2CCCO2)cc1 (configuration not stated)
    0.1, -6.2, 14.2, -0.1
CCc1ccc(CNC(=O)Cc2ccc(NC(=O)C3=C(C)OCCS3)cc2)cc1
    0.0, 35.3*, 3.5, 1.4
CCOC(=O)c1ccccc1NC(=O)c1ccccc1[N+](=O)[O-]
    -0.1, -6.8, -5.7, -0.8
CN1CCC(NCc2ccc(Cl)cc2)CC1
    0.0, 5.8, -4.6, -0.5
Cc1sc(NC(=O)c2cc3ccccc3oc2=O)nc1-c1ccc(-c2ccccc2)cc1
    0.1, 5.6, 13.8, -0.4
O=C(Nc1ccc(I)cc1)c1ccc(F)cc1
    -0.1, -65.8, 4.3, 0.0
COc1ccccc1CNC(=O)CSc1nnc(N)s1
    0.0, -3.0, 8.3, -1.0
Cc1cc(C)n(-c2ccc(C(=O)OCC(=O)c3ccc4c(c3)NC(=O)CO4)cc2)n1
    0.2, 3.6, 11.8, 0.9

Continuation.
SMILES	FBW7 activator	TEAD-YAP block	MITF primary	GPR151 activ
Nc1cc(C(=O)O)ccc1Sc1ccccc1C(=O)O	-0.1	-0.4	14.7	-0.3
COc1cc(C)nc(N2CCN(C(=O)c3ccco3)CC2)n1	-0.2	-2.2	-1.2	0.8
CC(=O)N(C)c1nc(-c2ccc(C)cc2)cs1	1.0	-13.2	18.4	0.9
CCCN1CCN(c2ncnc3sc(C(=O)N4CCN(c5ccc(OC)cc5)CC4)c(C)c23)CC1	0.0	-6.5	-4.4	1.1
COc1ccc(N(CC(=O)N2CCN(c3ccccc3OC)CC2)S(=O)(=O)c2ccccc2)c(OC)c1	0.1	1.6	11.9	-1.0
Cc1noc(NS(=O)(=O)c2ccc(NC(=O)Nc3cccc(Cl)c3)cc2)c1C	0.5	-3.5	-3.8	-1.6
Cc1nc2ccccc2c2nn(CC(=O)N3CC(C)CC(C)C3)c(=O)n12 (configuration not stated)	-0.2	-4.0	2.0	-0.1
